Vif-APOBEC3F blk – inhibitors of Vif-A3F interaction; HeLa A3F-eYFP + Vif (tagged APOBEC3F with the HIV-1 protein that degrades it), YFP fluorescence increase; Potency, µM (top dose mostly 46.1 µM), inactives show at the highest dose activity, negative = active; 390,000 tested, 0.2% active; also: % of control where 0% means no effect; nearly all actives have a fitted effect of over 65% in size
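HeLa cells stably expressing Vif plus C-terminally eYFP-tagged A3F were seeded, incubated overnight at 37 deg C, dosed with compound, incubated overnight again at 37 deg C. Yellow fluorescence (Ex 488/Em 500-530) reported blocked Vif-mediated A3F-eYFP degradation.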
RXFP1 ag – agonists of human relaxin receptor RXFP1. Q9HBX9. HEK293T-RXFP1 cAMP TR-FRET, 30 min; response scale: percent of porcine relaxin response, buffer zero. 370,000 tested, 0.3% active. Potency, µM (top dose mostly 57.5 µM), inactives show at the highest dose activation, usual class: activators; also: % is scaled to controls: 0 for no effect and ±100 for the full control effect; nearly all actives have a fitted effect of over 60% in size; many of its hits are not listed in these tables
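HEK293T cells stably expressing RXFP1 were pretreated with the PDE4 inhibitor Ro 20174, exposed to compounds for 30 min at 37C, lysed, and cAMP was read by TR-FRET. Data normalized to buffer (basal) and 29 nM porcine relaxin (100%).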
mIDH1 inhibitor – inhibitors of human mutant IDH1 R132H; IDH1-R132H enzyme, NADPH consumption, diaphorase/resazurin fluorescence; Potency, µM (titrated, usually from 76.6 µM), without a hit: at the highest dose activity change, negative = inhibition, most hits filed as inhibitors; 390,000 tested, 0.093% active; AID 602179; also: % is scaled to controls: 0 for no effect and ±100 for the full control effect; nearly all actives have a fitted effect of over 65% in size
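IDH1-R132H (0.5 ug/mL) preincubated 30 min with compound, then NADPH (0.016 mM) and alpha-KG (2 mM) added; 80 min at RT, pH 7.5. Remaining NADPH coupled via diaphorase/resazurin to fluorescence (540/590 nm); concentration-response curves normalized to no-enzyme control.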
TrxR1 substrate – rat thioredoxin reductase 1 substrate activity; O89049; purified TrxR1 substrate turnover, NADPH consumption readout; Potency, µM (doses to about 114 µM), for inactives: top-dose activity change, negative = substrate turnover; 390,000 tested, 0.01% active; AID 588456; also: % is scaled to controls: 0 for no effect and ±100 for the full control effect; nearly all actives have a fitted effect of over 50% in size
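Rat TrxR1, dispensed at 90 nM, was prereduced with 400 uM NADPH (final) for 5 min at ~22 deg C, then incubated with compound 15 min before 400 uM selenite. A first-read NADPH fluorescence drop versus no-compound background flagged substrates.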
Vif-APOBEC3G blk – Vif-A3G binding inhibition; Q9HC16; 410,000 tested, 0.076% active; AID 602310; HeLa A3G-eYFP + Vif (tagged APOBEC3G with the HIV-1 protein that degrades it), YFP fluorescence, overnight; Potency, µM (titrated, usually from 46.1 µM), without a hit: top-dose activity, negative = active, most hits filed as inhibitors;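 also: % is scaled to controls: 0 for no effect and ±100 for the full control effect; nearly all actives have a fitted effect of over 60% in size; hits raise eYFP signal because A3G escapes Vif-driven loss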
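Read-out is eYFP fluorescence (Ex 488/Em 500-530) from Vif-expressing HeLa A3G-eYFP cells; more signal means A3G escaped Vif-mediated degradation. Cells plated overnight, compound pinned in, incubated overnight at 37 deg C.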
rTrxR1 inhibitor – inhibitors of rat thioredoxin reductase 1. O89049. recombinant rTrxR1, NADPH fluorescence consumption, selenite substrate. Potency, µM (titrated, usually from 114 µM), inactives show at the highest dose activity change, negative = inhibition, most hits filed as inhibitors. 390,000 tested, 1% active; also: % is scaled to controls: 0 for no effect and ±100 for the full control effect; nearly all actives have a fitted effect of over 65% in size
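Rat TrxR1 (90 nM in the dispensed reagent) was pre-reduced with 400 uM NADPH for 5 min at room temperature, then incubated with compound for 15 min. After 400 uM selenite was added, NADPH fluorescence (Ex 340/Em 450 nm) was followed for 8 min.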
RGS4 inhibitor – inhibitors of human regulator of G protein signaling 4 | P49798 | Transcreener GDP fluorescence polarization, RGS4-accelerated GTP hydrolysis | Potency, µM (series often up to 114 µM), without a hit: at the top dose activity change, negative = inhibition, hits mostly inhibitors | 390,000 tested, 0.039% active; also: % is scaled to controls: 0 for no effect and ±100 for the full control effect; nearly all actives have a fitted effect of over 75% in size; some results filed as inactive show a strong effect at the top dose
Target sequence (P49798 whole entry, looked up): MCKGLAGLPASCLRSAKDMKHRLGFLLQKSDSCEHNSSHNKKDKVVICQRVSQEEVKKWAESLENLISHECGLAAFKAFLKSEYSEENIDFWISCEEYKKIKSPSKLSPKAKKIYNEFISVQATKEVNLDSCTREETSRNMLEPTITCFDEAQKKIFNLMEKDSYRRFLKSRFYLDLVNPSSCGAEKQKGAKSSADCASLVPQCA
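MLSMR compounds (23 nl, pin-transferred) preincubated 10 min at room temperature with a 500nM (2x) first reagent, then RGS4 at 900nM (2x) plus Transcreener GDP mix added; fluorescence polarization (620/688 nm) read before and after 90 min at 30 °C.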
ALOX12 inh – ALOX12 (human) lipoxygenase inhibition; AID 1671190; Potency, µM (titrated, usually from 108 µM), without a hit: at the top dose activity change, negative = inhibition, actives largely listed as inhibitors; 580,000 tested, 1.1% active; purified 12hLO, xylenol orange hydroperoxide absorbance; P18054; also: % is scaled to controls: 0 for no effect and ±100 for the full control effect
Target sequence (P18054 whole entry, looked up): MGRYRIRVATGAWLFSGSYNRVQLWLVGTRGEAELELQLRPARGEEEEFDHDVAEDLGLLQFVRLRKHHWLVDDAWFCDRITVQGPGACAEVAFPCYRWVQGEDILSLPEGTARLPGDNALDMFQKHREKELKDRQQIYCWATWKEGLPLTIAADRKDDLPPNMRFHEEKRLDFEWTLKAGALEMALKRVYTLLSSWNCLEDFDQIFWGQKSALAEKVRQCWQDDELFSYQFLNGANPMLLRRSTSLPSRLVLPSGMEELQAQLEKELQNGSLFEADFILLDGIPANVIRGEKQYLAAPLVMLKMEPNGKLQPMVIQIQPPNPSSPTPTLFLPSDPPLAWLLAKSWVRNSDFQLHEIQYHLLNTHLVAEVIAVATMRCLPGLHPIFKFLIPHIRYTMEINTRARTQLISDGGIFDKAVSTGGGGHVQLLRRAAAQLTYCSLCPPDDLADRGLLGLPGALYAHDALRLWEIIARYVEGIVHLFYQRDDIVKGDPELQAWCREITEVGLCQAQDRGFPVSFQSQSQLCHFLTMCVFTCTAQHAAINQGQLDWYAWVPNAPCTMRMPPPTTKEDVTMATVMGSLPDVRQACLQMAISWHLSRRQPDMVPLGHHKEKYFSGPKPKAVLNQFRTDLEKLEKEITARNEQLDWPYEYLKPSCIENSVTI
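Purified human 12hLO (150 nM final) in 25 mM Hepes, 0.01% Triton X-100, pH 7.0 was preincubated 15 min at room temperature with compound. Then 40 uM arachidonic acid was added, 30 min. Hydroperoxide was read by Fe-XO absorbance ratio 573/405 nm.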
USP1 inh – USP1/UAF1 (human) deubiquitinase inhibition; O94782; recombinant USP1/UAF1, Ub-Rhodamine cleavage fluorescence; Potency, µM (titrated, usually from 57.1 µM), without a hit: at the top dose activity change, negative = inhibition, usual class: inhibitors; 390,000 tested, 0.23% active; AID 743255; also: % is scaled to controls: 0 for no effect and ±100 for the full control effect; nearly all actives have a fitted effect of over 60% in size; inactives centre near -12
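1 nM enzyme complex + cpd, 15 min RT; start with Ub-Rho 150nM final; kinetic fluorescence ex 480/em 540, 6 reads q60 s. Buffer 50mM HEPES pH 7.8, 0.5mM EDTA, 0.1 mg/ml BSA, 1mM TCEP, 0.01% Tween-20.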
* = called active by the depositor; ? = inconclusive; · = not tested or not shown; & = joins results of further samples; [ ] = dose if it differs, or a comment. Calls follow the shape of the dose curve; as a rule, active = well fitted curve in the direction sought with a large enough effect; inconclusive = small, poorly fitted or top-dose-only effect, or another doubt; inactive = no such curve, though single readings can be large; an effect the other way counts as inactive or inconclusive. Potency is read from the fitted curve at half-maximal effect. The list is partial (hit frequency here may not be typical).

Below each SMILES: rTrxR1 inhibitor | USP1 inh | RXFP1 ag | RGS4 inhibitor | Vif-APOBEC3G blk | ALOX12 inh | TrxR1 substrate | Vif-APOBEC3F blk | mIDH1 inhibitor
C=C1CCN([C@@H](Cc2ccccc2)C(=O)NC2CCN(Cc3ccccc3)CC2)S(=O)(=O)c2ccccc21
→ -7.0% | -3.7% | · | -3.7% | 1.3% | -0.8% | 3.4% | 7.5% | -1.1%
COc1ccc2c(c1OC)C(=O)N1N=C(c3ccc(O)cc3)CC21 (stereo not given)
→ ? | 0.7% | 0.1% | 3.9% | -8.0% | 1.1% | -20.8% | -2.1% | -0.9%
Cc1cc(NCc2ccccc2)n2ncc(-c3ccccc3)c2n1
→ 44.7%[activator][57.1 µM] | -24.1% | 6.1% | 1.5% | -11.1% | 1.5% | 78.6%[activator][57.1 µM] | -0.1% | -4.2%
CCCS(=O)(=O)Nc1cccc(-c2cn3ccc(C)cc3n2)c1
→ 20.1% | 2.8% | -2.7% | 10.6% | 2.9% | ? | 54.6%[activator] | 0.4% | 5.2%
O=c1c2oc3ccccc3c2n(Cc2ccc(Cl)cc2)c(=O)n1Cc1ccco1
→ 24.1% | 20.7% | 1.7% | 9.7% | -0.9% | -26.3% | 12.0% | -0.2% | -24.5%
CSc1ccccc1Nc1ncnc(N)n1
→ -3.2%[57.1 µM] | 0.7% | -1.1% | 22.4% | 1.0% | 12.6% | -3.4%[57.1 µM] | -1.6% | 22.4%
C=CCn1c(CNC(=O)c2ccco2)nnc1SCC(=O)Nc1cccc(Br)c1
→ -4.8% | 0.5% | 0.2% | -30.8% | -5.0% | -3.4% | -6.9% | -13.7% | 7.4%
COc1ccc(C2N(c3cc(Cl)ccc3OC)C(=O)C3CCCN32)c(OC)c1 (stereo not given)
→ 16.3%[57.1 µM] | -18.5% | 13.9% | -0.4% | -0.5% | -2.8% | 9.4%[57.1 µM] | 1.4% | -4.0%
CCC(CC)NC(=O)Nc1ccc(F)c(Cl)c1
→ 5.2% | -7.0% | -2.0% | 19.7%[11.4 µM] | -0.6% | 3.9% | -3.9% | -9.4% | -4.5%
COC(=O)c1ccccc1NC(=O)Cn1c(=O)n(CCCC(=O)NCc2ccccc2Cl)c(=O)c2ccccc21
→ 15.6% | -9.8% | 9.6% | -23.9% | -6.7% | -16.9% | 20.5% | -18.7% | 5.1%
Cn1c(=NC(=O)CCl)sc2ccccc21
→ 35.5µM* | -9.0% | 1.5% | ? | -27.2% | -18.4% | -3.8% | 5.0% | 10.1%
O=C(CSc1ccc2c(c1)OCCO2)Nc1ccc2c(c1)OCO2
→ 23.1% | -16.4% | -2.2% | 4.1% | 0.0% | · | -8.0% | · | 3.9%
Cc1cccc(NC(=O)c2ccc(C(=O)c3ccccc3)o2)c1
→ 5.4%[57.1 µM] | ? | 6.5% | 15.2% | 1.2% | 7.6% | -9.2% | -2.7% | 17.3%
N#Cc1ccc(CSc2nnc3[nH]c(=O)cc(N)n23)cc1
→ 17.4% | -5.5% | 2.3% | 6.1% | 0.9% | ? | 0.1% | 0.2% | -10.7%
Cc1ccccc1Nc1cc(=O)oc2ccccc12
→ -3.7%[57.1 µM] | 3.0% | -1.1% | -4.2% | -5.0% | 17.4% | 8.6%[57.1 µM] | 3.1% | 6.8%
O=C(NCc1ccccc1)c1cccc(S(=O)(=O)N2CCOCC2)c1
→ -115.9% | -14.2% | 0.3% | -19.6% | -0.8% | 0.0% | -9.9% | 1.7% | 8.9%
Cc1cc(C=O)c(C)n1-c1ccc(N2CCOCC2)cc1
→ -7.1% | -9.6% | 1.3% | -18.9%[11.4 µM] | 1.5% | 0.0% | -9.6%[57.1 µM] | 0.7% | -0.3%
O=C(NN1CCOCC1)C12CC3CC(CC(C3)C1)C2
→ -6.0% | -7.1% | 0.2% | 5.3% | 0.0% | -6.9% | -7.4% | -2.3% | 3.1%
COc1cccc(/C=N/c2nc3ccccc3n2C)c1O
→ 0.5%[57.1 µM] | -19.0% | 1.8% | -4.6% | 0.1% | 7.8% | -6.6% | -0.1% | 3.7%
O=C1NN(c2cccc(Br)c2)C(=O)/C1=C/c1ccc(-c2cc([N+](=O)[O-])ccc2O)o1
→ -29.3% | -7.6% | 0.0% | -30.8% | 1.9% | · | -8.7% | -0.1% | -9.8%
CC(Oc1ccc(F)cc1)C(=O)Nc1ccc(S(=O)(=O)NC2=NCCCCC2)cc1 (stereo not given)
→ 38.5%[activator] | -8.2% | 1.2% | 22.5% | -1.8% | 170.6%[activator] | 8.5% | -1.8% | -1.7%
COc1ccc(Cl)cc1NC(=O)CN1CCCCCC1
→ 7.0%[57.1 µM] | -16.8% | -1.4% | 13.1% | 0.3% | 0.0% | -8.0%[57.1 µM] | -4.2% | 12.3%
Cn1c(Cc2ccccc2)nnc1SCC(=O)NC1CCCCC1
→ -3.8% | -1.0% | 0.5% | -5.1% | 2.7% | -22.6% | -0.1% | -3.1% | 2.8%
Cn1c(CCC(=O)OCC(=O)NCC(F)(F)F)nc(=O)c2ccccc21
→ 5.2% | -1.5% | ? | -3.4% | -5.9% | -4.5% | 0.5% | ? | 4.3%
CCN(CC)CCOC(=O)c1ccc(NC(=O)CNC(=O)c2ccccc2)cc1
→ 25.5% | -10.1% | -0.9% | -3.2% | 0.8% | -5.3% | 4.5% | -0.4% | 5.5%
CCCN(Cc1nnc(-c2ccccc2Cl)o1)C(=O)c1ccc(C)c(S(=O)(=O)N2CCOCC2)c1
→ 18.1% | -18.4% | 1.4% | -8.1% | 2.2% | -15.6% | 4.7% | -16.0% | 4.3%
Cc1ccc(NC(=O)CSc2ccc(-c3ccccn3)nn2)cc1F
→ 21.4%&1.7% | -27.6%&0.0% | 28.6%&12.7% | 2.1%&-20.5% | 5.0%&4.1% | 13.4%&-0.8% | 4.2%&0.5% | -17.3%&-16.3% | 2.1%&19.4%
O=C(NCC1CCCO1)c1ccc(F)c2ccccc12 (stereo not given)
→ 6.7% | 0.3% | 0.3% | 7.9% | 5.0% | -4.4% | 1.0% | -5.2% | -0.6%
Cc1ncc(C[n+]2ccc(C)c(C)c2)c(N)n1
→ 16.7%[57.1 µM] | ? | 3.0% | -10.2% | 1.5% | ? | 6.3%[57.1 µM] | 0.6% | -10.4%
CC(C)c1ccc(NC(=O)CCCN2C(=O)NC(C)(C)C2=O)cc1
→ 9.2% | -18.8% | -2.3% | -1.2% | -0.7% | -19.7% | -0.7% | -21.1% | 7.5%

A draw from above in order of length of the SMILES, rising:
Below each SMILES: rTrxR1 inhibitor | USP1 inh | RXFP1 ag | RGS4 inhibitor | Vif-APOBEC3G blk | ALOX12 inh | TrxR1 substrate | Vif-APOBEC3F blk | mIDH1 inhibitor
Cc1ncc(C[n+]2ccc(C)c(C)c2)c(N)n1
→ 16.7%[57.1 µM] | ? | 3.0% | -10.2% | 1.5% | ? | 6.3%[57.1 µM] | 0.6% | -10.4%
Cc1cccc(NC(=O)c2ccc(C(=O)c3ccccc3)o2)c1
→ 5.4%[57.1 µM] | ? | 6.5% | 15.2% | 1.2% | 7.6% | -9.2% | -2.7% | 17.3%
Cn1c(CCC(=O)OCC(=O)NCC(F)(F)F)nc(=O)c2ccccc21
→ 5.2% | -1.5% | ? | -3.4% | -5.9% | -4.5% | 0.5% | ? | 4.3%
C=CCn1c(CNC(=O)c2ccco2)nnc1SCC(=O)Nc1cccc(Br)c1
→ -4.8% | 0.5% | 0.2% | -30.8% | -5.0% | -3.4% | -6.9% | -13.7% | 7.4%

New compounds follow.
Below each SMILES: rTrxR1 inhibitor | USP1 inh | RXFP1 ag | RGS4 inhibitor | Vif-APOBEC3G blk | ALOX12 inh | TrxR1 substrate | Vif-APOBEC3F blk | mIDH1 inhibitor
O=C(COc1ccc2ccccc2c1Br)NCc1ccccn1
→ 21.5%[57.1 µM] | -11.8% | 15.3% | 6.9% | -5.1% | 8.7% | -6.5% | 12.2% | 5.4%
COc1ccc(C(C)(C)C)cc1NC(=O)c1ccccc1-n1cnnn1
→ 12.4% | -23.6% | · | 8.3% | -3.6% | -2.3% | 2.6% | 9.5% | 14.5%
Cc1ccc(Sc2c(C)nn(C(=O)COc3ccccc3Br)c2C)cc1
→ 41.3%[activator] | -14.0% | -2.2% | 16.7% | -1.3% | -27.6% | 13.9% | 2.4% | 0.0%
CCN(CC)C(=O)C1CCCN(c2ccc([N+](=O)[O-])cc2/C=N/NC(=O)c2cccc(O)c2)C1 (stereo not given)
→ -3.8% | -8.3% | -2.5% | -13.8% | 0.4% | 0.0% | -7.4% | 4.7% | -4.2%
c1ccc2c(c1)CCN(Cc1nnnn1Cc1ccc3c(c1)OCO3)C2
→ 4.1%[57.1 µM] | -23.6% | -2.4% | -20.4% | 0.0% | ? | 7.1%[57.1 µM] | 3.2% | 1.4%
Cc1ccc(NC(=O)Cn2c(=O)n(Cc3nc(C)no3)c(=O)c3ccccc32)c(Cl)c1
→ 23.2% | -19.4% | 3.6% | 21.4% | -1.0% | -27.0% | 0.0% | 5.6% | 7.9%
CCN(c1ccc(OC)cc1)c1ncnc2nc[nH]c12
→ 30.1% | -15.1% | -0.6% | -12.7% | 3.6% | -13.0% | 5.8% | 4.7% | 11.5%

Bioassay records from PubChem.
